mcGAS MS inh – inhibitors of Mus musculus cyclic GMP-AMP synthase, initial high-throughput assay, cell-free, RapidFire MS | inhibition, % at 12.5 µM | AID 1259397, 2018 | recombinant mouse cGAS, cGAMP by RapidFire MS | 0.18% of 130,000 active | Q8C6L5;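 active = inhibition of cGAS enzyme activity at or above 60%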;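 also: enzyme stimulated by 45 bp dsDNA with ATP and GTP substrates; cGAMP share of summed cGAMP plus half ATP and half GTP signals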
Target sequence (Q8C6L5 whole entry, looked up): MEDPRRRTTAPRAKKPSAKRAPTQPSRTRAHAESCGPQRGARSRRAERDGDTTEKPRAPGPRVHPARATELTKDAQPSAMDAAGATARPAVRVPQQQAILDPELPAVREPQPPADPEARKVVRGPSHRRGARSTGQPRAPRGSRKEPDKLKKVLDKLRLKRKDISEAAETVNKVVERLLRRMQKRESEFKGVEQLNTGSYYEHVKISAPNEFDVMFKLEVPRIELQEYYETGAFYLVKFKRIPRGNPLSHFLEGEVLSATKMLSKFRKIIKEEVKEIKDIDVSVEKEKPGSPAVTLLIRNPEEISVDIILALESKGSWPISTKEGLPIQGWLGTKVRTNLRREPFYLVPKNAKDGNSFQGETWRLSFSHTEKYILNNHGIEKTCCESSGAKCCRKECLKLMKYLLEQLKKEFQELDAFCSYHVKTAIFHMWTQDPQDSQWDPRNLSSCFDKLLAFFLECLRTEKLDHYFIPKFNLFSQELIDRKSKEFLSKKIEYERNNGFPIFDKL
Starred values were filed as active, the others as inactive; & = joins results of further samples. This is a subset. The share of hits here may be higher or lower than overall.

SMILES | mcGAS MS inh
Cc1cccc(NC(=O)CC(C)c2ccc(F)cc2)n1 (centres undefined) | -2
CN(C)C1(CNC(=O)Nc2cccc(C3SCCCS3)c2)CCCCC1 | -5
COc1ccc(/C=N\Nc2nc(-c3ccc(OC)c(OC)c3)cs2)cc1 | 2
CCc1nc([C@H]2CN(C)C[C@@H]2C(=O)N2CCC(O)CC2)c(C)[nH]1 | -6
COC(=O)Cn1nc([N+](=O)[O-])n(CC(=O)OC)c1=O | -10
CC(C)(CNS(C)(=O)=O)c1cccs1 | -1
N#Cc1ccccc1CSCCNC1CC2CC1C1CCCC21 (centres undefined) | -5
O=C(Nc1ccc2ccccc2n1)C1CSCN1C(=O)c1ccccc1 (centres undefined) | 0
CC12CCC(/C(=C\c3ccc(S(=O)(=O)N4CCCC4)cc3)C1=O)C2(C)C (centres undefined) | -3
CCOC(=O)C1CCN(C(c2cccs2)c2c(O)cc(C)n(CC)c2=O)CC1 (centres undefined) | -3
CN(C)S(=O)(=O)c1ccc2nc(COC(=O)C3CCC3)[nH]c2c1 | -1
Cc1ccc2oc(C(=O)OC(C)C(=O)NC(C)(C#N)C(C)C)cc(=O)c2c1 (centres undefined) | 6
CC(C)(C)C(=O)Cn1cnc2sccc2c1=O | -3
CCOc1ccc(/C=N\OC(=O)c2ccccc2)cc1 | -2
CN(C)C=CC(=O)C(F)(F)F | 0
NC(=O)c1c(NC(=O)COC(=O)C2=COCCO2)sc2c1CCC2 | -9
CC(=O)N1CCC2(CC1)OC(=O)C(C)=C2C(=O)NC1CCCCC1 | -7
CN(C(=O)CCc1nc2c([nH]1)c(=O)[nH]c(=O)n2C)C(c1ccc(F)cc1)C1CC1 (centres undefined) | -33
CCOC(=O)[C@H](CCc1ccccc1)N[C@@H](C)C(=O)N1CCC[C@H]1C(=O)O | -1&15
CC(C)CN1C(=O)C2(CCCC2)NC1c1ccc(-n2cncn2)cc1 (centres undefined) | -6&-3
O=c1ccc(-c2ccncc2)nn1CCCNS(=O)(=O)c1cccnc1 | 0
COc1ccc(C(=O)NC2CCC(NC(=O)[C@H]3CCCN3)CC2)cc1 (some centres undefined) | -8
O=C(Nc1ccc(Br)cn1)C1(c2ccccc2)CCC1 | 8
CNC(=O)c1nnc2n1CCN(C(=O)Cc1cccs1)C2 | -3
O=C(O)c1ccccc1-c1c2cc(I)c(=O)c(I)c-2oc2c(I)c(O)c(I)cc12 | -1

(cont.)
SMILES | mcGAS MS inh
Cc1cc(=O)n(CC(=O)Nc2cc(Cl)ccc2C)c(C(C)C)n1 | -2
COCC(c1cccc(C(F)(F)F)c1)N(C)C(=O)c1ccoc1 (centres undefined) | -14
Cc1cccn2c(=O)nc(SCC(=O)Nc3cccc4ccccc34)nc12 | 1
FC(F)(F)c1nc(N2CCCC2c2nc3ccccc3s2)c2ccccc2n1 (centres undefined) | -4
O=C(Nc1ccccc1C(F)(F)F)N1CCC(c2nc3ccccc3[nH]2)CC1 | -6
Cc1ccc(-n2c(=O)n(Cc3ccco3)c(=O)c3[nH]cnc32)c(C)c1 | -2
COC(=O)c1cc2n(n1)CCN(c1ccnc(SC)n1)C2 | -12
COc1ccc(N=C(C)CC2=[N+](c3ccccc3)C(C)(O)CS2)cc1 (centres undefined) | 0
CCCn1nccc1C(=O)N1CCC2(CCNCC2)CC1 | -13
COc1cccc(-c2cccc(NC(=O)C3CCN(C4CCSCC4)CC3)c2)c1 | -11&-3
Cc1cccnc1NC(=O)N1CC2CC3CC(C2)CC1C3 | 9
c1cncc(-c2nnc3sc4ccccc4n23)c1 | 7
O=C(CC(NCCC1=CCCCC1)C(=O)O)Nc1ccc(Cl)c(Cl)c1 (centres undefined) | -9
C=CCN1CC(C(=O)N2CCC(Cc3ccc(OC)cc3)(C(=O)OCC)CC2)CC1=O (centres undefined) | 5
CC(C)(C)c1cc(C(c2cccs2)N2CCOCC2)cc(C(C)(C)C)c1O (centres undefined) | -7
COc1ccccc1OCCCn1c2ccccc2c2nc3ccccc3nc21 | -3
CC12CCC(c3c1nc1ccccc1[n+]3[O-])C2(C)C (centres undefined) | -8
Cc1ccc(C(N)=O)c(Oc2ccccc2CN(C)C)n1 | 2
CCCC(=O)N1CCCC1(C)C(=O)NCc1c(F)ccc(C)c1F (centres undefined) | 5
C#CCOc1c(Br)cc(Br)cc1CO | -3
CCC1CCc2c(sc3nc[nH]c(=O)c23)C1 (centres undefined) | 8
Cc1ccccc1CN1CCN(Cc2nc3scc(-c4ccccc4Cl)c3c(=O)[nH]2)CC1 | -12
Cc1ccc(CN(Cc2ccco2)C(=O)Nc2ccc3c(c2)CCC3)s1 | -28
O=C(CCN1CCN(S(=O)(=O)N2CCCC2)CC1)Nc1ccccc1F | -13
O=C(CC1COCCN1)NCCC(c1ccccc1)c1ccccc1 (centres undefined) | -27

Gathered by group, the entries above containing four or more nitrogen atoms
SMILES | mcGAS MS inh
CCc1nc([C@H]2CN(C)C[C@@H]2C(=O)N2CCC(O)CC2)c(C)[nH]1 | -6
COC(=O)Cn1nc([N+](=O)[O-])n(CC(=O)OC)c1=O | -10
CN(C(=O)CCc1nc2c([nH]1)c(=O)[nH]c(=O)n2C)C(c1ccc(F)cc1)C1CC1 (centres undefined) | -33
CC(C)CN1C(=O)C2(CCCC2)NC1c1ccc(-n2cncn2)cc1 (centres undefined) | -6&-3
O=c1ccc(-c2ccncc2)nn1CCCNS(=O)(=O)c1cccnc1 | 0
CNC(=O)c1nnc2n1CCN(C(=O)Cc1cccs1)C2 | -3
Cc1cccn2c(=O)nc(SCC(=O)Nc3cccc4ccccc34)nc12 | 1
FC(F)(F)c1nc(N2CCCC2c2nc3ccccc3s2)c2ccccc2n1 (centres undefined) | -4
O=C(Nc1ccccc1C(F)(F)F)N1CCC(c2nc3ccccc3[nH]2)CC1 | -6
Cc1ccc(-n2c(=O)n(Cc3ccco3)c(=O)c3[nH]cnc32)c(C)c1 | -2
COC(=O)c1cc2n(n1)CCN(c1ccnc(SC)n1)C2 | -12
CCCn1nccc1C(=O)N1CCC2(CCNCC2)CC1 | -13
c1cncc(-c2nnc3sc4ccccc4n23)c1 | 7
Cc1ccccc1CN1CCN(Cc2nc3scc(-c4ccccc4Cl)c3c(=O)[nH]2)CC1 | -12
O=C(CCN1CCN(S(=O)(=O)N2CCCC2)CC1)Nc1ccccc1F | -13

Other results.
SMILES | mcGAS MS inh
CCCCCCCC1(C)NC(=O)N(CC(O)COc2cccc(C(C)=O)c2)C1=O (centres undefined) | -4
O=S(=O)(c1ccc(N2CCCC2c2ccc3c(c2)OCCO3)nc1)N1CCOCC1 (centres undefined) | -1
CCC1CN(Cc2ccc(Cn3cccn3)cc2)CCN1C(C)C (centres undefined) | -16
Cn1c(=O)oc2cc(S(=O)(=O)N3CC(c4ccccn4)C3)ccc21 | -32
CCOC(=O)C1=C(C)N=c2s/c(=C/c3ccco3)c(=O)n2C1c1ccccc1Cl (centres undefined) | -6
Cn1cnnc1SCC(=O)N1CCCCCC1 | -8
CN(Cc1ccc(C#N)cc1)c1nccn2cnnc12 | -6
COc1ccc(C(C)=O)cc1Cn1c(C)c(C(=O)NCc2ccc(C(C)C)cc2)sc1=O | -8
Cc1cc(C(=O)N2CCN(C)C(=O)C2C)c2cnn(C(C)C)c2n1 (centres undefined) | -6
C=CCNc1ccccc1C(=O)N1[C@@H]2CC[C@H]1CC(O)C2 (some centres undefined) | -31
COc1cccc(F)c1C(=O)N1CCC(Cc2cccc(C(=O)O)c2)CC1 | -13
Cc1cccc(C(=O)N2CCSCC2)c1NC(=O)c1cccnc1 | -2&-1
CCC(=O)N1C2C=CC(C2)C1(C(F)(F)F)C(F)(F)F (centres undefined) | -3
Cc1ccc(C(=O)CCC(=O)n2nc(N)c3ccccc32)cc1 | -14
Cn1cc(C(=O)NCc2csc(N3CCCC3)n2)ccc1=O | -8
CSc1nc2c(c(=O)n(C)c(=O)n2C)n1Cc1ccccc1Cl | -6
COc1ccccc1/C=C/C1Nc2ccccc2C(=O)N1C1CC1 (centres undefined) | -5&-1
C/C=C(/C(=C/C)c1ccc(O)cc1)c1ccc(O)cc1 | -3
CC(C)C(C(=O)N1CCOC(COc2ccc(F)cc2)C1)c1ccccc1 (centres undefined) | -4
COc1ccc(NC(=O)CCC2CCN(C(=O)c3ccc(OC)o3)CC2)c(OC)c1 | -15
CC(C)N1CCC(CNC(=O)CC2=CCCCC2)C1 (centres undefined) | -14
COc1ccc(N2CC(C(=O)Nc3cc(-c4cccs4)nn3-c3nc(C)cc(=O)[nH]3)CC2=O)cc1 (centres undefined) | -5
Cc1ccc(NC(=O)C2(C)CCN2C(=O)c2ccco2)cc1 (centres undefined) | -7
CN(C)CC(O)COc1ccc(CN2CCN(c3cccc(Cl)c3)CC2)cc1 (centres undefined) | -11&-8
COc1cc(OC)c(C2Nc3ccccc3N=C3CC(C)(C)CC(=O)C32)cc1OC (centres undefined) | -13

Continued.
SMILES | mcGAS MS inh
CC1(C)[C@H]2CC[C@@H](CNC(=O)c3ccc[nH]c3=O)[C@@H]1C2 | -6
CN(CCc1cnn(C)c1)c1nc2nonc2nc1N1CCOCC1 | -4
CCS(=O)(=O)c1ccc(NCc2cc3c(cc2Br)OCO3)cc1 | -2
Cc1cc(CNc2cc(Cl)ccc2Cl)no1 | -9
Cn1c2ccccc2n2c(=S)[nH]nc12 | -1
CC(C)(C)NC(=O)NC(=O)CN1CCCC1CC(=O)c1ccco1 (centres undefined) | -13
COc1cccc(C2CCCCN2Cc2nc(COc3ccccc3)no2)c1 (centres undefined) | 0
O=c1c2cnc(N3CCOCC3)nc2ccn1CCN1CCOCC1 | 6
Cc1n[nH]c(=O)c2c(NC(=O)CSc3nnc(NC4CC4)s3)oc(C)c12 | -6
CCOc1ccccc1CNc1nnnn1C | -2
CC(COc1ccccc1)NC1CCN(S(=O)(=O)c2ccccc2)CC1 (centres undefined) | -38
CCOC(=O)c1nn(-c2cccc(C(F)(F)F)c2)cc1O | 1
CC(=O)Nc1ccc(OC(F)(F)C(F)F)c(NC(C)=O)c1 | -3
Cc1cccc(C)c1NC(=O)C(C)Nc1ccc(OCC(N)=O)cc1 (centres undefined) | 3
CCCOc1ccc(C(=O)NC(CC)c2ccc(C)cc2)cc1 (centres undefined) | -2
O=C(CCN1CCCC1=O)NC1CCCc2c1cnn2-c1ccc(F)cc1F (centres undefined) | -5
CS(=O)(=O)N1CCN(C(=O)C2CC(=O)c3ccccc32)CC1 (centres undefined) | -5
C=CCOc1ccc(Oc2cc(C)nc(SC)n2)nn1 | -2
OC(COCc1cccs1)Cn1nnc(-c2ccccc2)n1 (centres undefined) | -13
O=C(COc1cc(Cl)ccc1Cl)N1CCC(c2nc3ccccc3s2)CC1 | 7
COc1ccc(CC(=O)NCc2ccc(-n3ccnc3C)cc2)cc1 | -17
O=C(Nn1cnc2c(cnn2-c2ccccc2)c1=O)c1ccc([N+](=O)[O-])cc1 | -5
Cc1ccc(-n2ncc3c(C)nn(CC(=O)Nc4cc(C)on4)c(=O)c32)c(C)c1 | -7
CCOc1ccc(N=Nc2c(C)n[nH]c2C)cc1 | 9
Cc1ccc(-n2c(-c3cccc(C)c3)n[nH]c2=S)cc1 | -3

(further entries)
SMILES | mcGAS MS inh
Cc1ccc(-c2csc3ncn(Cc4nc(-c5ccccc5)no4)c(=O)c23)cc1 | -2
Cc1ccc(C(C)(C)CN(C)CCS(C)(=O)=O)cc1 | -5
O=C(c1ccc([N+](=O)[O-])cc1)N1CCCC(OCc2cccc(F)c2F)C1 (centres undefined) | -7
COc1ccccc1NC(=O)c1cc2ccccc2c(=O)[nH]1 | -1
Cc1cccc(NC2=NC3CS(=O)(=O)CC3S2)c1 (centres undefined) | 9
CCC1Nc2ccc(C(=O)Nc3nc(C)cs3)cc2NC1=O (centres undefined) | -17
CCc1csc(CNC(=O)Cc2c(C)nc(N)nc2C)n1 | -7
COc1ccc(-c2ccc(=O)n(Cc3cccnc3)n2)cc1 | -8
CCC1CN(C(=O)CCc2ccc(S(N)(=O)=O)cc2)CCO1 (centres undefined) | -14
Fc1ccc(C2CCNCC2COc2ccc3c(c2)OCO3)cc1 (centres undefined) | -1
O=C(NCc1ccccn1)C1(Oc2ccc(Cl)cc2)CCNCC1 | -16
Cn1ccnc1CN(CC1CCOC(C)(C)C1)C1CC1 (centres undefined) | -18
Cc1cc(C)cc(CCC(=O)NCc2cc(C)[nH]n2)c1 | -14
COCCCNc1c(F)c(F)c(C=CCN2CCOCC2)c(F)c1F | 1
O=C(CC1NC(=O)c2ccccc21)NCCCn1nnc2ccccc21 (centres undefined) | -12
CCCCOC(=O)N1CCC2(CC1)CN(C)CCN2C | -16
CCOCCn1nc(C)cc1C(=O)N1CCC2(CN(C)C(=O)O2)C1 (centres undefined) | -6
OC1(CNc2ccnc3c(F)ccc(F)c23)CCOCC1 | -6
O=c1c2cnn(-c3ccccc3)c2ncn1Cc1cc(=O)n2ccsc2n1 | -5
CCOC(=O)C1(Cc2ccc(Cl)cc2)CCN(C(=O)C2CC23CCCC3)CC1 (centres undefined) | -10
Cc1nc(CC(=O)N2CCCC(CCC(=O)N3CCN(c4ccccn4)CC3)C2)cs1 (centres undefined) | 6
C=CCOCCn1nc(C)cc1C | -17
CCNc1nnc(SCC(=O)c2c(N)n(C3CC3)c(=O)[nH]c2=O)s1 | 4
CNC(=S)NN=C(C)c1ccc(C(C)(C)C)cc1 | -5
COc1ccccc1Oc1ncccc1CNC(=O)c1c(Cl)cnn1C | -8
NC(CCc1ccccc1)c1csc(Nc2cnccn2)n1 (centres undefined) | -7

Screens (PubChem)
